From PubChem BioAssay
MLL CXXC-DNA inh: qHTS Fluorescence Polarization Assay for Inhibitors of MLL CXXC domain - DNA interaction; Histone-lysine N-methyltransferase 2A (Homo sapiens), Q03164; hit rate 0.037% among 290,000; MLL-CXXC / FITC-HOXA9 DNA fluorescence polarization; Potency, µM (titrated, usually from 115 µM), inactives show at the highest dose activity change, negative = inhibition, most hits filed as inhibitors; active = well fitted inhibition curve with a large enough effect in the polarisation, with a control signal flat, not every such curve was filed as active; inconclusive = small, poorly fitted or top-dose-only effect, or effect the other way, or a change in a side signal; inactive = no such curve, though single readings can be large or run the other way; the % refers to the polarisation; also: potency is read from the fitted curve at half-maximal effect
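Fluorescence polarization: 7 uM MLL-CXXC (stock) preincubated 5 min with compounds, then 50 nM fluorescein-HOX-A9 DNA (stock) added; 30 min ambient. Buffer 50 mM Tris-HCl pH 7.5, 50 mM NaCl, 1 mM DTT, 0.05% BSA.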
KCNH2 WT inh: qHTS for Inhibitors of KCHN2 3.1: Wildtype qHTS. Voltage-gated inwardly rectifying potassium channel KCNH2 (Homo sapiens), Q12809. U2OS, BacMam KCNH2, thallium flux FluxOr; active compounds read low. activity change, % at 1.84 µM. hit rate 0.37% among 340,000;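 active = maximum activity change below -70%; inconclusive = maximum activity change between -70% and -50%; inactive = maximum activity change above -50%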; also: % is scaled to controls: 0 for no effect and ±100 for the full control effect
Target sequence (Q12809 whole entry, looked up): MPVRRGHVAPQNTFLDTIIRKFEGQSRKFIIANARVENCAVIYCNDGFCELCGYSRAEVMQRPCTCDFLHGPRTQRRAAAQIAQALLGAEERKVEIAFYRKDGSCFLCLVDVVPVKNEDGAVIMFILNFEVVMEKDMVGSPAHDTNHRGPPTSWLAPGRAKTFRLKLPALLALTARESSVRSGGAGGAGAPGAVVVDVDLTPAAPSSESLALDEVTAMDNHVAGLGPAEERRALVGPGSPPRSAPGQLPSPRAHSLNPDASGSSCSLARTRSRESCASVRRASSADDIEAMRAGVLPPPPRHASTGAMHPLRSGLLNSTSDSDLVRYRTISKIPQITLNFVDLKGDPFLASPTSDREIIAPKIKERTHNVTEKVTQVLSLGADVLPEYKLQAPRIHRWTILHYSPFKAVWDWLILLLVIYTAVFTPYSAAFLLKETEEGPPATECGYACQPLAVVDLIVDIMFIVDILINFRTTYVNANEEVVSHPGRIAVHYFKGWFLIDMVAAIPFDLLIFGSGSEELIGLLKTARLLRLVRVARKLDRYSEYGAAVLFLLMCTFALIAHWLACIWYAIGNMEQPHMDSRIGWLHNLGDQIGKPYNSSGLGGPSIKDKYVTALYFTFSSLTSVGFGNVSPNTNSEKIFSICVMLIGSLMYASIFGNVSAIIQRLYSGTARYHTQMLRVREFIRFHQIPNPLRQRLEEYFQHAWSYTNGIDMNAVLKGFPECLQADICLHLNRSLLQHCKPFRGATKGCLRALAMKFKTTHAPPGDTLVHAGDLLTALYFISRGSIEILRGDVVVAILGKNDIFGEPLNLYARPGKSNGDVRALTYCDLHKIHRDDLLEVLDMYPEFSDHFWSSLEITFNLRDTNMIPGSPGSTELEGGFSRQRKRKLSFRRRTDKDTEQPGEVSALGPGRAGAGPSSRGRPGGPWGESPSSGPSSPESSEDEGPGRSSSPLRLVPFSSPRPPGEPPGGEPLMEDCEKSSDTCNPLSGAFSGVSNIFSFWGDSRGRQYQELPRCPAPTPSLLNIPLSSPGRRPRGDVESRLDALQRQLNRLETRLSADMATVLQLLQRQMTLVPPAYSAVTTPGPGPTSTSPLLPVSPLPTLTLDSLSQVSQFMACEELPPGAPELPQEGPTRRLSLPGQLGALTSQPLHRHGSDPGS
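U2OS cells were transduced with wild-type KCNH2 virus (2.03 x 10^8 / mL) for 4 h at room temperature, then cultured overnight at 37 C. Thallium flux was read with FluxOr dye. Rate constants were normalized to DMSO controls.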
Giardia kill: Small Molecules that selectively kill Giardia lamblia: qHTS. Giardia lamblia trophozoite viability. activity change, % at 7.66 µM, hits read low. hit rate 0.15% among 340,000; in the data active = activity change below about -80%; inconclusive = between about -30% and that limit;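 also: parasites exposed to compound for two days anaerobically before the ATP read; % is scaled to controls: 0 for no effect and ±100 for the full control effect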
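Giardia lamblia trophozoites (100 cells/well) were incubated with compounds for 48 h at 37 deg C under anaerobic conditions. Viability was read as ATP content by one-step luminescence after 15-30 min at room temperature.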
FBPA coupling cs: qHTS Assay for Inhibitors of Fructose-1,6-bisphosphate Aldolase from Giardia Lamblia: Coupling assay counterscreen | coupling enzyme system counterscreen, AmpLite Red fluorescence | activity change, negative = inhibition, % at 58.2 µM, hits read low | hit rate 0.67% among 290,000; in the data active = activity change below about -30%; also: % is scaled to controls: 0 for no effect and ±100 for the full control effect
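Counterscreen lacking aldolase: glyceraldehyde-3-phosphate coupling-enzyme reagent preincubated 10 min at RT with compound (at 57.5 uM final), then substrate/coupling system with AmpLite Red added; fluorescence read at 525/598 nm after 20 min RT.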
A-T KAP1 phos: qHTS Assay for Identifying a Potential Treatment of Ataxia-Telangiectasia; […] A-T fibroblasts, KAP-1 phosphorylation AlphaLISA; neocarzinostatin DNA damage 30 min before lysis; Potency, µM (doses to about 57.5 µM), for inactives: at the highest dose activation, usual class: activators; hit rate 0.19% among 320,000; AID 485349, 2010; also: potency is read from the fitted curve at half-maximal effect; % of control where 0% means no effect; nearly all actives have a fitted effect of over 45% in size
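ATM-like activity read as KAP-1 phosphorylation via AlphaLISA donor/acceptor antibody pairs after lysis and 6 hr at 25C. Cells were ATM-null patient fibroblasts ([…], hTERT), dosed 60 min, then exposed to the DSB inducer NCS for 30 min.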
TCR activator: Activators of T cell receptors: qHTS campaign | primary human leukocytes, anti-CD3, IL-2 HTRF, 48 h | Potency, µM (series often up to 9.22 µM), without a hit: at the highest dose activation of IL-2 secretion, usual class: activators | 330,000 tested, under 10 active; also: % of control where 0% means no effect
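Primary human leukocytes incubated 48 hr with anti-CD3 beads plus compound, without co-stimulation. Secreted IL-2 measured by HTRF (europium cryptate/d2 anti-IL-2 pair, 320 nm excitation, 665 nm emission).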
Chronic BCR inh: qHTS Assay to Find Inhibitors of Chronic Active B-Cell Receptor Signaling. ABC-DLBCL IkBa-CBG/CBR reporter, luminescence ratio, 4 h. Potency, µM (top dose mostly 46.1 µM), without a hit: at the highest dose ratio change, negative = lower green/red ratio, hits mostly inhibitors. hit rate 0.05% among 340,000. AID 493014, 2011; active = well fitted inhibition curve with a large enough effect in the signal ratio, with a control signal flat, not every such curve was filed as active; inconclusive = small, poorly fitted or top-dose-only effect, or effect the other way, or a change in a side signal; the % refers to the signal ratio;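 also: potency is read from the fitted curve at half-maximal effect; plate controls were basal doxycycline-induced cells for no effect and cells given 10 µM MG132 for full effect; MG132 reads +100%, hits lower the ratio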
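Compounds up to 46 uM were incubated four hours with TMD8 cells whose green CBG68 luciferase is fused to IkappaBalpha; red CBR luminescence normalised the signal, and concentration-effect curves were fitted to fusion, red and ratio data.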
TSHR antag: Antagonists of the Thyroid Stimulating Hormone Receptor: HTS campaign | hit rate 0.2% among 330,000 | activity change, negative = inhibition, % at 11.5 µM | Thyrotropin receptor (Homo sapiens), P16473 | AID 504810, 2011 | TSHR-expressing cells, TSH-stimulated cAMP HTRF, 2 h; active compounds read low;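 active = activity change below a set negative limit, meaning inhibition stronger than a set level, cut at about -70% in these data; inconclusive = activity change between two set negative limits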; also: % is scaled to controls: 0 for no effect and ±100 for the full control effect
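Competitive HTRF cAMP read-out (cryptate anti-cAMP antibody, cAMP-d2; 30 min, room temperature) in freshly harvested TSHR cells. Compounds added before TSH at EC80 (4nM final), followed by 2 hours' incubation at 37 deg C.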
Tb PFK block: qHTS Assay to Find Inhibitors of T. brucei phosphofructokinase; ATP-dependent 6-phosphofructokinase (Trypanosoma brucei brucei), O15648; T. brucei PFK, ADP-Glo luminescence; Potency, µM (top dose mostly 57.5 µM), inactives show top-dose activity, negative = inhibition, most hits filed as inhibitors; hit rate 0.17% among 330,000;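 also: potency is read from the fitted curve at half-maximal effect; 0% = uninhibited 1x PFK enzyme wells and -100% = no-enzyme wells; nearly all actives have a fitted effect of over 60% in size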
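Luminescent ADP detection (ADP-Glo, two-step: ATP depletion then ADP-to-ATP conversion for luciferase) reported PFK activity after 45 min room-temperature reaction of 1.25 nM enzyme with 0.5 mM F6P and 0.1 mM ATP at pH 8.0.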
GALK inhibitor: qHTS Assay for Inhibitors of Human Galactokinase (GALK) | P51570 | Purified GALK, Kinase-Glo residual ATP luminescence | Potency, µM (titrated, usually from 57.5 µM), for the others: top-dose activity change, negative = inhibition, hits mostly inhibitors | hit rate 0.007% among 270,000 | AID 1868, 2009; also: potency is read from the fitted curve at half-maximal effect; % is scaled to controls: 0 for no effect and ±100 for the full control effect
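Luminescence from leftover ATP (Ultra-Glo luciferase/luciferin) served as read-out after a 1 h room-temperature reaction of 5 nM GALK with 35 uM ATP and 100 uM galactose.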
Active calls of the source: *; i = inactive; ? = inconclusive; · = not tested or not shown; [ ] = dose if it differs, or a comment. Unless noted, calls follow the shape of the dose curve; as a rule, active = well fitted curve in the direction sought with a large enough effect; inconclusive = small, poorly fitted or top-dose-only effect, or another doubt; inactive = no such curve, though single readings can be large; an effect the other way counts as inactive or inconclusive.

Values in the order – MLL CXXC-DNA inh, KCNH2 WT inh, Giardia kill, FBPA coupling cs, A-T KAP1 phos, TCR activator, Chronic BCR inh, TSHR antag, Tb PFK block, GALK inhibitor
(1) Cc1ccc(S(=O)(=O)N(C)C)cc1NC(=O)CN1C(=O)NC2(CCCc3ccccc32)C1=O (stereo not drawn)
  -3%, 5, -10, 2, 4%, -3%[46.1 µM], 3%, 3, -1%, 1%
(2) Cc1ccc(C)c(NC(=O)CSc2ccc(S(=O)(=O)N3CCCC3)cn2)c1
  ·, 19, -12, ·, 12%, ·, 1%, -15, -2%, ·
(3) CCOC(=O)C1=C(COC(=O)C2CC(=O)N(CCc3ccccc3)C2)NC(=O)NC1C (stereo not drawn)
  ·, -10, 12, ·, -7%, 3%, -6%, ·, 1%, ·
(4) Cc1cc(Cl)ccc1NC(=O)/C=N/O
  7%, 2, -27, 0, 0%, 1%, 5%, 5, -24%, -1%
(5) O=C(CCC(=O)N1CCOCC1)c1ccc(F)cc1
  1%, -1, -2, 1, 0%, -9%, 3%, 2, -3%, -1%
(6) COc1cc(C)c(-c2[nH]ncc2-c2csc(C)n2)c(O)c1
  12%, -1, -30, 1, 2%, -2%[46.1 µM], -4%, 11, 5%, 1%
(7) CC(C)CCN1CCN(Cc2cn[nH]c2C2CCCCC2)CC1CCO (stereo not drawn)
  6%, 20, 2, 2, 6%, ·, 1%, 0, 1%, -1%
(8) O=C1C=C(c2cccc(O)c2)C[C@@H](c2ccc(F)cc2)C1
  ·, ·, -5, ·, 3%, -3%, ?, -11, -2%, ·
(9) COc1ccc(/C=N/Nc2nc3ccccc3o2)cc1O
  6%, -12, -16, -5, -4%, -2%, ·, 13, -11%, 1%
(10) COc1cccc(N2CCN(S(=O)(=O)c3c(C)[nH]c(C)c3C(=O)N3CCCC3)CC2)c1
  6%, 2, 3, 1, 5%, 5%, 1%, 0, 0%, -1%
(11) O=C1C(Cl)=C(Nc2cccc(O)c2)C(=O)N1Cc1ccccc1
  7%, 5, 21, 1, -5%, -31%, ?, -16, -1%, -4%
(12) CCn1cc(CN2CCC(n3nccc3NC(=O)C3CCCC3)CC2)cn1
  39%[activator], -5, -25, ·, 0%, 3%, -8%, 4, 3%, 2%
(13) Cc1ccc(NC(=O)c2sc(=S)n(-c3cc(C)ccc3F)c2N)cc1
  3%, -2, 5, -11, 3%, 2%, -54%, -14, -12%, -1%
(14) CC(=O)Nc1ccc(S(=O)(=O)N(C)CC(=O)OCC(=O)N(C)c2ccccc2)cc1
  -11%, -13, -23, ·, 9%, -4%, 12%, 13, -1%, -8%
(15) COc1ccc(-c2nc(CS(=O)CC(=O)NCc3ccccn3)c(C)o2)cc1 (stereo not drawn)
  ?, 1, 10, 3, -4%, 2%[46.1 µM], 1%, 4, 0%, 0%

Some values from the list.
Chronic BCR inh with `CCOC(=O)C1=C(COC(=O)C2CC(=O)N(CCc3ccccc3)C2)NC(=O)NC1C` (stereo not drawn) is entered as -6%
GALK inhibitor with `CC(=O)Nc1ccc(S(=O)(=O)N(C)CC(=O)OCC(=O)N(C)c2ccccc2)cc1` is entered as -8%
Chronic BCR inh with `Cc1cc(Cl)ccc1NC(=O)/C=N/O` is entered as 5%
A-T KAP1 phos with `COc1cc(C)c(-c2[nH]ncc2-c2csc(C)n2)c(O)c1` is entered as 2%

Continued:
Values in the order – MLL CXXC-DNA inh, KCNH2 WT inh, Giardia kill, FBPA coupling cs, A-T KAP1 phos, TCR activator, Chronic BCR inh, TSHR antag, Tb PFK block, GALK inhibitor
(16) CC(C)OC(=O)c1c(NC(=O)c2cnn3c2NC(c2ccccc2)CC3C(F)(F)F)sc2c1CCCC2 (stereo not drawn)
  10%, 2, -23, 0, -2%, 2%, -13%, -8, 0%, -3%
(17) CCOc1ccc2c(c1)C(C)=CC(C)(C)N2S(=O)(=O)c1ccc(F)cc1
  -2%, 3, -19, -1, 1%, -1%, ?, 1, 0%, -5%
(18) Cn1c(SCC(=O)NC2CC2)nnc1-c1ccco1
  2%, -9, 6, 2, -4%, -8%, -2%, -3, 1%, 1%
(19) CCN1CCN(S(=O)(=O)c2ccc(Cl)c(C(=O)NC(C)c3ccccc3Cl)c2)CC1 (stereo not drawn)
  ·, -2, 4, ·, -16%, 8%, 6%, 10, 1%, ·
(20) COc1cccc(CNC(=O)C2CCCN(c3nn4c(=O)cc(C)nc4s3)C2)c1 (stereo not drawn)
  1%, -3, 1, -1, -1%, 4%, ?, 3, 1%, 1%
(21) O=C(CN(Cc1ccccc1F)C(=O)c1ccco1)NCc1ccc(F)cc1
  -16%, 6, -4, 0, 1%, -1%, 1%, 5, -2%, 0%
(22) C=CC[C@@H]1C=C[C@H](O/N=C/[C@@H](NS(=O)(=O)c2ccc(C)cc2)[C@H](C)/C=C/CC(=O)OC)[C@@H](CO)O1
  -1%, ·, ·, 0, -3%, ·, 0%, 6, 1%, ·
(23) Cc1ccccc1Nc1nc(N)nc(COC(=O)c2ccco2)n1
  ·, -2, -6, ·, -3%, -69%, -1%, -17, -1%, ·
(24) Cc1n[nH]c(C)c1CCNC(=O)C1CCC(=O)N(Cc2ccccc2F)C1 (stereo not drawn)
  ?, -4, -6, ·, 20%, -7%, -1%, 23, 1%, -2%
(25) CC(=O)c1nn(-c2cccc(Br)c2)cc1C(=O)c1ccccc1
  -1%, 2, -10, 0, 1%, 5%, 0%, -14, 3%, -4%
(26) O=C(CCSc1nc(-c2ccco2)cc(C(F)(F)F)n1)NCc1ccccn1
  -2%, -6, -13, 0, 0%, -1%, 0%, -10, -1%, -2%
(27) CCOc1ccc(NC(=O)NCc2cccn2C)cc1
  0%, -7, -22, 3, 0%, -5%, ?, 7, 3%, -2%
(28) COc1ccc(NC(=O)N2CCN(CCC#N)CC2)cc1
  -10%, 1, -29, 3, ·, -3%, -7%, 12, 0%, 0%
(29) CN(c1ccc(OCC(=O)OCC(=O)NC2CCCC2)cc1)S(=O)(=O)c1ccc2ccccc2c1
  2%, 25, 2, -1, 0%, -7%, 9%, 8, -1%, 7%
(30) COc1ccc(N(CC(=O)N/N=C/c2ccc(N(C)C)cc2)S(=O)(=O)c2ccccc2)cc1
  15%, -19, -19, 0, 3%, 6%, -7%, 19, 7%, 1%

Gathered by group, the entries above containing a CF3 group
Values in the order – MLL CXXC-DNA inh, KCNH2 WT inh, Giardia kill, FBPA coupling cs, A-T KAP1 phos, TCR activator, Chronic BCR inh, TSHR antag, Tb PFK block, GALK inhibitor
(16) CC(C)OC(=O)c1c(NC(=O)c2cnn3c2NC(c2ccccc2)CC3C(F)(F)F)sc2c1CCCC2 (stereo not drawn)
  10%, 2, -23, 0, -2%, 2%, -13%, -8, 0%, -3%
(26) O=C(CCSc1nc(-c2ccco2)cc(C(F)(F)F)n1)NCc1ccccn1
  -2%, -6, -13, 0, 0%, -1%, 0%, -10, -1%, -2%

Remaining list, next part.
Values in the order – MLL CXXC-DNA inh, KCNH2 WT inh, Giardia kill, FBPA coupling cs, A-T KAP1 phos, TCR activator, Chronic BCR inh, TSHR antag, Tb PFK block, GALK inhibitor
(31) O=C(O)CNC(=O)C12CC3CC(CC(Cl)(C3)C1)C2
  7%, 3, -6, -1, 2%, 2%, 3%, 20, -2%, 8%
(32) Clc1ccccc1OCCn1ccnc1
  3%, -1, -5, 0, ·, -5%, ·, ·, ·, 3%
(33) Nc1ccc(S(=O)(=O)c2cccc(N)c2)cc1
  5%, 5, 15, -1, 1%, ·, -4%, -9, -1%, -1%
(34) O=Cc1cc(N=Nc2cccc(C(=O)O)c2)ccc1O
  37%[activator], i, -23, 21, -5%, 13%, ?, -17, 5%, 4%
(35) Cc1ccc(NN2C(=O)C=C(c3ccccc3)C2=O)cc1
  -6%, -4, -20, 3, -16%, -2%, ?, -2, ?, -2%
(36) CCOC(=O)/C=C/c1ccc2oc3ccccc3c(=O)c2c1
  16%, -2, 6, 0, 33%, 4%, ?, -6, -4%, ·
(37) CC(=O)Nc1ccc2ccc3cccc4ccc1c2c34
  5%, 3, 4, 2, ·, -3%[46.1 µM], -5%, 16, -2%, 1%
(38) Cc1nc(N2CCCCC2)c2c(-c3cccs3)csc2n1
  13%, -28, 1, 11, 1%, 7%, ?, -34, -2%, -1%
